Source: PubChem
AmpC inh det: inhibitors of E. coli AmpC beta-lactamase with detergent; purified AmpC, nitrocefin hydrolysis with detergent; Potency, µM (highest dose often 28.7 µM), for inactives: top-dose activity change, negative = inhibition; hit rate 0.09% among 71,000; active means well fitted curve in the direction sought with a large enough effect
Target sequence (P00811 whole entry, looked up): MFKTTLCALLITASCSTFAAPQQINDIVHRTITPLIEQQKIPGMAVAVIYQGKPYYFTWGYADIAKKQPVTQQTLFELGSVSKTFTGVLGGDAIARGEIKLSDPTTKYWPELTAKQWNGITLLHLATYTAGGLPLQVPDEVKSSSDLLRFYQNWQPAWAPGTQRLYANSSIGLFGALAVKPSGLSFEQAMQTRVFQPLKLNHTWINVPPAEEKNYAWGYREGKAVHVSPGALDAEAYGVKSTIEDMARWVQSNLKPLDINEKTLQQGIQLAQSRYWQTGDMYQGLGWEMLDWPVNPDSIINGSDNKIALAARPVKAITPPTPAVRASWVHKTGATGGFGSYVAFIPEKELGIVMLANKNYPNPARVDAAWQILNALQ
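E. coli AmpC (5.3 nM) in 20 mM phosphate pH 7.0 with 0.01% Triton X-100, preincubated 15 min RT with compound; nitrocefin (2 uL of 800 uM stock) hydrolysis followed by 480 nm absorbance every 20 s over 4 min.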
Starred values were filed as active, the others as inactive; & = joins results of further samples; [ ] = remark or other dose. On the % scale 0 is the no-effect control and ±100 the full control effect; potency means the concentration at half of the fitted maximal effect.

The first 4 compounds as a preview:
SMILES	AmpC inh det
Cc1sc2nc(C(C)C)nc(SCC(=O)NCc3ccco3)c2c1C	-8.2%
CCOC(=O)N1CCN(C(=O)CN(c2ccc(Cl)c(C(F)(F)F)c2)S(C)(=O)=O)CC1	3.4%
Cc1ccc2c(CSc3nnc(C4CC4)n3N)cc(=O)oc2c1	-6.1%
CC(C)Cn1c(=O)n(C)c(=O)c2[nH]cnc21	-2.7%

This part in full, repeating the preview:
SMILES	AmpC inh det
Cc1sc2nc(C(C)C)nc(SCC(=O)NCc3ccco3)c2c1C	-8.2%
CCOC(=O)N1CCN(C(=O)CN(c2ccc(Cl)c(C(F)(F)F)c2)S(C)(=O)=O)CC1	3.4%
Cc1ccc2c(CSc3nnc(C4CC4)n3N)cc(=O)oc2c1	-6.1%
CC(C)Cn1c(=O)n(C)c(=O)c2[nH]cnc21	-2.7%
CCCC(=O)N=C1SC2CS(=O)(=O)CC2N1c1ccc(CC)cc1 (configuration not stated)	-4.4%
COc1ccc(-c2nsc3c(N4CCCC4)ncnc23)cc1	0.4%
CN(C)S(=O)(=O)N1CCCN(S(=O)(=O)N(C)C)CC1	11.2%
Cc1ccc(NC(=O)C2CCCN(S(=O)(=O)c3cccs3)C2)cc1 (configuration not stated)	6.2%
CCOc1ccccc1N=C1SCCCN1C	1.1%
NC(=O)c1ccc(C(=O)Nc2ccc([As](=O)(O)O)cc2)cc1	-5.0%[5.75 µM]
CCCCN(CC)S(=O)(=O)c1ccc(C(=O)Nc2nnc(-c3cccs3)o2)cc1	11.0%
CCOc1ccc(S(=O)(=O)NCc2csc(C)n2)cc1	-7.4%
CCCc1nnc(SCCSc2nnc(CCC)n2N)n1N	-2.2%
O=c1c(-c2ccc(F)cc2)nc2cnc(Oc3ccccc3)nc2n1C[C@H]1CCCO1	-1.4%
O=C(c1ccc(S(=O)(=O)NCC2CCCO2)cc1)N1CCc2ccccc21 (configuration not stated)	-2.4%
COCc1cc(C)nc(N2CCOCC2)c1C#N	10.7%
COC(=O)c1ccc(CSc2nnc(NCc3ccccc3)s2)o1	13.3%
COc1ccc(NC(=O)Nc2ncn(Cc3cccc(C(F)(F)F)c3)n2)cc1OC	-0.5%
C[C@@H]1O[C@H](O[C@@H]2CC[C@@]3(C=O)[C@H]4CC[C@@]5(C)[C@@H](C6=CC(=O)OC6)CC[C@@]5(O)[C@@H]4CC[C@]3(O)C2)C[C@H](O)[C@@H]1O	-0.6%[12.8 µM]
CCOC(=O)c1[nH]c2ccc(OC)cc2c1NC(=O)c1nonc1C	-5.1%
CCOc1ccc(N2CC(C(=O)NCc3ccc(F)cc3)CC2=O)cc1 (configuration not stated)	-2.3%
COc1cc(Sc2ccc(C)cc2)c(OC)cc1N	-3.7%
Cc1ccc(O)c(-c2cc(C(=O)Nc3ccc(S(=O)(=O)N4CC(C)OC(C)C4)cc3)[nH]n2)c1 (configuration not stated)	2.0%
C=CCSC1=N/C(=C\c2ccc(C)o2)C(=O)S1	8.0%
CCNc1nc(NCC)nc(Nn2cnnc2)n1	4.5%

(listing goes on)
SMILES	AmpC inh det
Cc1cc(C)c(NC(=O)CS(=O)CC(=O)NCC2CCCO2)c(C)c1 (configuration not stated)	11.1%
N#CC1=C(N)NC(SCc2ccccc2)=C(C#N)C12CCCCC2	-6.4%
Cc1ccc(N2C(=O)c3ccccc3C2Nc2cccnc2)nc1 (configuration not stated)	10.9%
FC(F)(F)c1ccccc1Nc1nccs1	0.0%
CNc1nc(-c2ccccc2CN(C)C)nc2ccccc12	9.3%
O=C(Nc1ccc2oc(-c3ccccc3)nc2c1)c1ccc2c(c1)OCCO2	7.4%
Cc1ccc2[nH]c(=O)c(CN(CC3CCCO3)C(=O)c3ccncc3)cc2c1 (configuration not stated)	-3.2%
C[C@H]1NC(=O)NC1=O	-0.9%&-4.6%[12.8 µM]
CCC(C)NC(=O)c1cnn2c1NC(c1ccc3c(c1)OCO3)CC2C(F)(F)F (configuration not stated)	-2.3%
O=C(O)c1ccc2c(c1)N(Cc1cccc(F)c1)C(=O)CS2	6.4%
Cc1cc(C)cc(-n2c(=O)c3sccc3n(CC(=O)NCc3ccco3)c2=O)c1	7.4%
CNC(=O)[C@]1(C)C[C@H]1[C@H](NC(=O)[C@]1(C)C[C@H]1[C@H](NC(=O)[C@]1(C)C[C@H]1[C@H](NC(=O)[C@]1(C)C[C@H]1[C@H](NC(=O)OCc1ccccc1)c1ccccc1)c1ccccc1)c1ccccc1)c1ccccc1	14.6%
OC(CNCC1COc2ccccc2O1)COCc1cccs1 (configuration not stated)	-3.0%
CC(C)Cc1nnc(NC(=O)CSc2ncn[nH]2)s1	-0.8%
CC(=O)N1CCc2cc(S(=O)(=O)NC(CC(C)C)C(=O)Nc3cc(C)ccn3)ccc21 (configuration not stated)	-1.6%
Cc1cc(C)n(-c2nc(NCCO)c3c4c(sc3n2)CCCC4)n1	12.8%
CCCC(=O)C1=C(N(C)c2ccccc2)CC(C)(C)C(C(=O)OC)C1=O (configuration not stated)	-2.7%
CC[C@H]1NC(=O)c2cc(S(N)(=O)=O)c(Cl)cc2N1	-2.2%[12.8 µM]
CCOC(=O)c1ccc(CS(=O)c2ccc(Cl)cc2)o1 (configuration not stated)	10.0%
Cc1ccc(N(C(C)C(=O)Nc2ccc3c(c2)OCO3)S(C)(=O)=O)cc1 (configuration not stated)	-3.0%
O=C(CCS(=O)(=O)c1ccc(Br)s1)N1CCc2ccccc21	8.2%
Cc1ccc(-c2nnc3ccc(SC(C)C(=O)O)nn23)cc1 (configuration not stated)	10.2%
O=C(c1cc2ccccc2c(=O)o1)N1CCCc2ccccc21	-3.2%
OCCOc1ccccc1	6.9%
CCOC(=O)C1(Nc2nccs2)Sc2ccccc2NC1=O (configuration not stated)	-5.4%

The list goes on:
SMILES	AmpC inh det
OC1CCCN(c2c3c(nc4cc(-c5cccc(Cl)c5)nn24)CCC3)C1 (configuration not stated)	-0.7%
Cc1ccc(C)c(NC(=O)C2CC(O)CN2C(=O)OC(C)(C)C)c1 (configuration not stated)	-1.8%
Cc1ccc(NC(=O)CSc2nnc(Cn3c(=O)sc4ccccc43)n2C)cc1	14.2%
CC(C)(C)n1nnnc1C(c1cccc(C#N)c1)N1CCCc2ccccc21 (configuration not stated)	-2.7%
CN1CCN(Cc2cc(COCc3ccccc3)c3cccnc3c2O)CC1	2.1%
O=C(C1CCN(S(=O)(=O)N2CCC3(CC2)OCCO3)CC1)N1CCOCC1	-1.8%
NC(=O)c1ncn([C@H]2O[C@@H](CO)[C@@H](O)[C@@H]2O)n1	-1.8%[12.8 µM]
O=C(CN1CCOCC1)Nc1ccc(S(=O)(=O)NC2CCCCC2)cc1	-2.7%
Cc1ccc(N2CCN(C(=O)c3ccccc3Br)CC2)c(C)c1	-7.3%
O=[N+]([O-])c1ccc2c(c1)Cc1cc(N=Cc3ccc4c(c3)OCO4)ccc1-2	-4.0%[5.75 µM]
Nc1cc(N)c(OCC(F)(F)F)cc1OCC(F)(F)F	-1.0%
CS(=O)(=O)Nc1cccc(C(=O)CC2(O)C(=O)Nc3ccc(Br)cc32)c1 (configuration not stated)	15.2%
O=C(NCCCN1CCOCC1)c1ccc(CS(=O)(=O)c2cccc(C(F)(F)F)c2)o1	-5.9%
Cc1nn(Cc2ccccc2)c(C)c1C(=O)OCC(=O)c1cc(C)n(C2CC2)c1C	-2.8%
O=C(CSc1ccc2nnc(-c3ccc(Cl)cc3)n2n1)N1CCCC1	15.3%
Cc1c(C(=O)NCc2ccccc2Cl)oc2c1C(=O)CCC2	-3.8%
O=S1(=O)C=C(N2CCCCC2)c2ccccc21	13.1%
CCn1c(SCC(=O)NCc2cccs2)nnc1-c1ccncc1	-0.8%
Cc1ccc(C)c2[nH]c(=O)c(CCNC(=O)C(C)(C)C)cc12	9.0%
COc1ccc2[nH]c(=O)c(CN(Cc3cccs3)S(=O)(=O)c3cccc4nsnc34)cc2c1	1.1%
Cc1ccc(NC(=O)CSc2nnc(Cn3cnc4ccccc43)o2)cc1	2.5%
COc1ccc(Cl)cc1NC(=O)c1ccoc1C	-2.9%
Cc1ccc(-c2nnn(CC(=O)N(CC3CCCO3)C(C(=O)NC(C)(C)C)c3ccc(F)cc3)n2)o1 (configuration not stated)	-1.1%
O=Cc1ccc(Cl)cc1Cl	9.6%
CS(=O)(=O)Nc1ccc([N+](=O)[O-])cc1OC1CCCCC1	-4.7%

Laid out differently: 2 of the compounds above
Molecule | AmpC inh det
O=C(NCCCN1CCOCC1)c1ccc(CS(=O)(=O)c2cccc(C(F)(F)F)c2)o1 | -5.9%
Cc1nn(Cc2ccccc2)c(C)c1C(=O)OCC(=O)c1cc(C)n(C2CC2)c1C | -2.8%

Continuation.
SMILES	AmpC inh det
c1ccc(-c2nc(-c3ccncc3)no2)cc1	-6.7%
O=C(O)CCC(=O)CCC(=O)c1ccccc1	8.6%
CCN1C=CC(=C2C(=O)c3ccccc3C2=O)C=C1	4.7%
O=C(NCc1ccco1)C1CC(=O)N(CCc2ccccc2)C1 (configuration not stated)	-2.0%
O=C(Cn1nc(-c2ccc(Cl)cc2)ccc1=O)NCCN1CCOCC1	7.2%
CSc1ccc(C(C(C(=O)c2cccs2)N2CCOCC2)N2CCOCC2)cc1 (configuration not stated)	-1.2%
CN(C)/C=C1/Nc2ccccc2C1=O	3.4%
C=C(C)COc1ccc(-c2nc(N)nc(C)c2Oc2ccccc2OC)c(O)c1	-4.0%
O=C(NC1CCCc2ccccc21)C1CCCN(S(=O)(=O)c2cnc[nH]2)C1 (configuration not stated)	5.7%
CCC(=O)Nc1cc(=O)[nH]c2ncnn12	-2.8%
COc1cc(-c2ccc(=O)[nH]n2)ccc1OC(F)F	-2.7%
Cc1cc(C)c2c(CC(=O)O)coc2c1	2.3%
N#Cc1nc(COc2ccc(Cl)cc2Cl)oc1N1CCN(c2ccccc2)CC1	1.4%
CCOc1ccc2nc(NS(=O)(=O)c3ccc4c(c3)n(C)c(=O)n4C)sc2c1	-3.8%
Cc1nc2cc3nc(C)sc3cc2s1	-1.2%
CCOC(=O)c1cc2c3ccccc3n(CC)c2nc1N	6.9%
COC(=O)[C@@]1(Cc2ccc(OC)cc2)[C@H]2c3cc(C(=O)N(C)C)n(CCN4CNCC4=O)c3C[C@H]2CN1C(=O)c1ccccc1	1.6%
CSc1nc(N)c2ncn([C@@H]3O[C@@H](COP(=O)(O)OP(=O)(O)OP(=O)(O)O)[C@@H](O)[C@H]3O)c2n1	1.4%
Cc1ccc2nc3c(cc(C(=O)NCC4CCCO4)n3C)c(=O)n2c1 (configuration not stated)	-4.9%
O=C(Nc1nnc(/N=C/c2ccco2)s1)c1ccc(F)cc1	6.6%
C/C(=C\[C@@H](N)C(=O)O)CP(=O)(O)O	-0.4%
Cc1occc1-c1nnc(SCC(=O)Nc2ccccc2N2CCCCC2)n1C	-0.9%
Cc1cc2ccccc2c(=O)n1CC(=O)NCC1COc2ccccc2O1 (configuration not stated)	0.1%
CCc1ccc(OCC(=O)N(C)CCC#N)c(Br)c1	-0.3%
COc1cccc(C2CC(c3cccs3)Nc3ncnn32)c1 (configuration not stated)	-6.9%

Molecules from the list above containing a nitro group on carbon, in the order listed:
SMILES	AmpC inh det
O=[N+]([O-])c1ccc2c(c1)Cc1cc(N=Cc3ccc4c(c3)OCO4)ccc1-2	-4.0%[5.75 µM]
CS(=O)(=O)Nc1ccc([N+](=O)[O-])cc1OC1CCCCC1	-4.7%

Remaining list, next part.
SMILES	AmpC inh det
C[C@H](O)CO[C@H]1[C@H]2O[C@H]3[C@H](O)[C@@H](O)[C@@H](O[C@H]4[C@H](O)[C@@H](O)[C@@H](O[C@H]5[C@H](O)[C@@H](O)[C@@H](O[C@H]6[C@H](O)[C@@H](OC[C@H](C)O)[C@@H](O[C@H]7[C@H](O)[C@@H](OC[C@H](C)O)[C@@H](O[C@H]8[C@H](O)[C@@H](O)[C@@H](O[C@@H]([C@@H]1O)[C@@H](CO)O2)O[C@@H]8CO)O[C@@H]7CO)O[C@@H]6CO)O[C@@H]5CO)O[C@@H]4CO)O[C@@H]3CO	-4.5%
CC(C)[C@@H](Br)C(=O)NCC(=O)O	-3.4%[5.75 µM]
COc1ccc(-c2noc(COc3ccc(C)c(C)c3)n2)cc1OC	-1.1%
CCn1c(-c2ccc3[nH]c(C)c(C)c3c2)n[nH]c1=S	7.8%
CC(=O)C1C(=O)CC(C)(O)C(C(C)=O)C1c1ccc(N(C)C)cc1 (configuration not stated)	-1.1%
O=C(O)CCc1ccc(-c2ccc(F)cc2)n1NC(=O)c1ccco1	-3.0%
Cc1c(=O)n(OCc2ccccn2)c2ccccc2[n+]1[O-]	-6.2%
CCC(NC(=O)c1ccccc1NC(=O)c1ccco1)C(=O)NC1CCCCC1 (configuration not stated)	0.6%
NC(=O)CN1C(=O)C2C3C=CC(C3)C2C1=O (configuration not stated)	10.6%
C[N+](C)(C)CCN[N@@+]1(C)CCCc2ccccc21	-3.1%[5.75 µM]
O=C(NC1CCCCC1)C(c1ccco1)N(Cc1cccs1)C(=O)Cn1nnc2ccccc21 (configuration not stated)	2.2%
Oc1cc2c(cc1O)[C@H]1c3ccccc3CN[C@H]1CC2	1.6%
O=C(COc1ccc(Cl)cc1)NCc1nnc(SCC(=O)N2CCCCC2)o1	-2.5%
CN1CCN(CCCNC(=O)c2cc3c(-c4ccc(Cl)cc4)nn(C)c3s2)CC1	16.9%
Cc1cc(OCc2nc(-c3cccnc3)no2)c(C)cc1Br	-3.2%
COC(=O)C1C(=O)c2c([nH]c(C(=O)OC3CCCC3C)c2C)CC1C (configuration not stated)	2.5%

As a short view, some entries already given:
SMILES	AmpC inh det
Oc1cc2c(cc1O)[C@H]1c3ccccc3CN[C@H]1CC2	1.6%
O=C(COc1ccc(Cl)cc1)NCc1nnc(SCC(=O)N2CCCCC2)o1	-2.5%
CN1CCN(CCCNC(=O)c2cc3c(-c4ccc(Cl)cc4)nn(C)c3s2)CC1	16.9%
Cc1cc(OCc2nc(-c3cccnc3)no2)c(C)cc1Br	-3.2%
COC(=O)C1C(=O)c2c([nH]c(C(=O)OC3CCCC3C)c2C)CC1C (configuration not stated)	2.5%

This is a subset; count on the stated rates, not on these rows.
